aSyn rescue – alpha-synuclein toxicity inhibition in yeast. Yeast expressing alpha-synuclein, growth rescue, BacTiter-Glo, 24 h. Potency, µM (titrated, usually from 46.1 µM), for inactives: top-dose growth rescue (activation), hits mostly activators. 370,000 compounds, 0.14% hits. AID 652106; further: potency means the concentration at half of the fitted maximal effect; % of control where 0% means no effect; nearly all actives have a fitted effect of over 65% in size
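Screening used galactose-induced yeast with toxic alpha-synuclein levels, exposed to compound for 24 hr at 30 deg C. Cell growth, read with BacTiter-Glo luminescence, gave the measured signal.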
Mm-Cpn inhibitor – blocks the Methanococcus maripaludis chaperonin Mm-Cpn; purified Mm-Cpn ATPase, ADP Transcreener TR-FRET; Potency, µM (top dose mostly 76.9 µM), for the others: at the highest dose activity, negative = inhibition, hits mostly inhibitors; 330,000 compounds, 0.031% hits; AID 504842; further: potency means the concentration at half of the fitted maximal effect; on the % scale 0 is the no-effect control and ±100 the full control effect; nearly all actives have a fitted effect of over 80% in size
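ATPase turnover read by TR-FRET ADP competition (Eu cryptate antibody/ADP-d2, 665/590 nm): 10uM ATP final, 25nM Mm-CPN final, 30 min 37degC after 10-min compound preincubation, pH 7.4 Tris/KCl/MgCl2/DTT buffer.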
GLP1R cytotox – cytotoxic in the GLP-1 receptor inverse agonist counter-screen; 410,000 compounds, 0.13% hits; Potency, µM (titrated, usually from 38.3 µM), for inactives: at the top dose activity change, negative = inhibition, hits mostly inhibitors; AID 624418; HEK293 cAMP-luciferase reporter cells, luminescence, 24 h;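 further: loss of luciferase light is scored as toxicity; potency means the concentration at half of the fitted maximal effect; on the % scale 0 is the no-effect control and ±100 the full control effect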
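Seeding density was 200 cells/uL; after overnight-length (12 h) culture, 23 nL compounds went on for 24 h at 37 °C. Readout used a luciferase detection reagent, luminescence taken after 12 min at room temperature.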
Akt phos inh – blocks phosphorylation of Akt. Neuro2A IGF-stimulated pAkt S473 HTRF, 20 min; active compounds read low. activity change, % for hits at 50 µM. 360,000 compounds, 0.32% hits; in the data active means activity change below about -80%; inconclusive means mostly about -51% to -80%; further: on the % scale 0 is the no-effect control and ±100 the full control effect
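Neuro2A cells in DMEM with 0.5% FBS, overnight at 37 deg C, given compound at single 50 µM final, then IGF (6 nM final) for 20 min at 37 deg C. Lysed; phospho-Akt Ser473 by HTRF after 24 h, 665/615 ratio.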
TDP43 rescue – rescues yeast growth from TDP-43 toxicity; TDP-43 expressing yeast growth rescue, BacTiter-Glo, 24 h; Potency, µM (doses to about 46.1 µM), without a hit: at the top dose growth rescue (activation), hits mostly activators; 410,000 compounds, 1.8% hits; AID 652104; further: potency means the concentration at half of the fitted maximal effect; % of control where 0% means no effect; nearly all actives have a fitted effect of over 50% in size
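In this qHTS, compounds that restore growth of yeast expressing TDP-43 appear as activators. Cells (OD600=0.02, galactose medium, raffinose-pregrown) are incubated with compound 24 hr at 30 deg C and growth is quantified by BacTiter-Glo.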
PTHR1 agonist – PTHR1 (human) receptor agonism; Q03431; HEK293 GP2 PTHR1 cells, GloSensor cAMP luminescence, 1 h; Potency, µM (doses to about 115 µM), without a hit: at the top dose activation, usual class: activators; 410,000 compounds, 0.075% hits; AID 743266; further: potency means the concentration at half of the fitted maximal effect; nearly all actives have a fitted effect of over 55% in size; some results filed as inactive show a strong effect at the top dose; inactives centre near -15; many of its hits are not listed in these tables
Target sequence (Q03431 whole entry, looked up): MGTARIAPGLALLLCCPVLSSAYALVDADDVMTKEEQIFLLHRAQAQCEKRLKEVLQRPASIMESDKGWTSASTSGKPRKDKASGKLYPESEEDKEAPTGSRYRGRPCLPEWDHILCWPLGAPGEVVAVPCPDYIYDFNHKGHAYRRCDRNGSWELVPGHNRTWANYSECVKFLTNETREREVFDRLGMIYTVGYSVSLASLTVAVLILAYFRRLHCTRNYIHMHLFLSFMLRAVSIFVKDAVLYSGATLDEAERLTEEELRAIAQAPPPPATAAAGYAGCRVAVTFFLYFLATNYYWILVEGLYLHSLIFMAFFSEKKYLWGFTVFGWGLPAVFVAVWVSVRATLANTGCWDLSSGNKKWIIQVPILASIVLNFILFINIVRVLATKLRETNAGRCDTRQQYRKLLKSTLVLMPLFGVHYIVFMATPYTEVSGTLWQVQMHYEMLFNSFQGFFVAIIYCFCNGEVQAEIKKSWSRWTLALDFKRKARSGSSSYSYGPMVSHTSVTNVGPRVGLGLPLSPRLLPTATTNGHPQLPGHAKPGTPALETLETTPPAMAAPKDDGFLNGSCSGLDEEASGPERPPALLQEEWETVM
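HEK-293-derived GP2 cells expressing PTHR1 and a GloSensor cAMP reporter, 3,000/well, plated overnight, given luciferin plus IBMX (each 0.5 mM as added) for 1 h at 37 °C, then compound for 1 h at 37 °C. Luminescence was read after 15 min at room temperature.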
GLP1R inv ag – acts as inverse agonist at human GLP-1 receptor | P43220 | HEK293 GLP-1R CRE-luciferase, luminescence, 24 h; GLP-1R form is constitutively active | Potency, µM (series often up to 38.3 µM), for the others: top-dose activity change, negative = inhibition, most hits filed as inhibitors | 410,000 compounds, 1.6% hits | AID 624417; further: potency means the concentration at half of the fitted maximal effect; on the % scale 0 is the no-effect control and ±100 the full control effect; nearly all actives have a fitted effect of over 55% in size
Target sequence (P43220 whole entry, looked up): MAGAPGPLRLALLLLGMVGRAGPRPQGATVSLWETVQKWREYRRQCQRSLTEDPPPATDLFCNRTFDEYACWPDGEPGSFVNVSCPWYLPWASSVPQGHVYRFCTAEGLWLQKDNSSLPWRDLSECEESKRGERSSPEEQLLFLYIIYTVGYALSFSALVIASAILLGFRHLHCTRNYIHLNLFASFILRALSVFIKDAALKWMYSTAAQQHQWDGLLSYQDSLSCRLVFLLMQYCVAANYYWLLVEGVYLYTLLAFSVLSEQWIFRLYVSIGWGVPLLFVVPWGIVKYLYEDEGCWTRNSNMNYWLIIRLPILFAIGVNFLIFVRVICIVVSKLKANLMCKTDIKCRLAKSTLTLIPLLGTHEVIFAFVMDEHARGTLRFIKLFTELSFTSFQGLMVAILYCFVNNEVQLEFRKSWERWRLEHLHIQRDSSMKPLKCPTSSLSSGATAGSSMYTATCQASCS
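Inverse agonists were sought by their lowering of basal cAMP reporter luciferase output in HEK293 cells stably carrying constitutively active human GLP-1R, after 24 h compound treatment.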
FUS yeast rescue – FUS proteinopathy suppression in yeast; Potency, µM (series often up to 76.6 µM), for inactives: at the highest dose growth rescue (activation), actives largely listed as activators; 390,000 compounds, 0.24% hits; S. cerevisiae FUS-expressing, growth rescue, OD600, 24 h; AID 1347120;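 further: potency means the concentration at half of the fitted maximal effect; plate controls were DMSO vehicle for no effect and reference control for full effect; nearly all actives have a fitted effect of over 55% in size; some results filed as inactive show a strong effect at the top dose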
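Cultures pregrown in 2.5% raffinose medium are shifted to minimal medium containing 2% galactose to express toxic FUS. Compounds are tested at several concentrations. After 24hr at 30C, growth is quantified at 600 nm absorbance.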
Abeta rescue – restores growth of yeast expressing A-beta42 peptide; 410,000 compounds, 0.063% hits; yeast expressing A-beta42, growth rescue, OD600, 48 h; response scale: 0% DMSO, 100% iron-clioquinol control; Potency, µM (series often up to 46.1 µM), inactives show top-dose growth rescue, usual class: activators; AID 1347071; further: potency means the concentration at half of the fitted maximal effect; nearly all actives have a fitted effect of over 55% in size
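Yeast growth medium received pinned compounds, then yeast cells expressing toxic A-beta were added; plates incubated at 30 C for 48 hr. Growth read as absorbance at 600 nm, normalized to DMSO and equimolar FeCl3 plus clioquinol controls.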
* marks the source's active call; other numbers are inactive results; i = inactive; ? = inconclusive; / = not tested or not shown; [ ] = another dose, or the depositor's remark. Unless noted, the call rests on the fitted dose curve; in most records, active means well fitted curve in the direction sought with a large enough effect; inconclusive means small, poorly fitted or top-dose-only effect, or another doubt; inactive means no such curve, though single readings can be large; an effect the other way counts as inactive or inconclusive.

molecule	aSyn rescue	Mm-Cpn inhibitor	GLP1R cytotox	Akt phos inh	TDP43 rescue	PTHR1 agonist	GLP1R inv ag	FUS yeast rescue	Abeta rescue
O=C(NCc1cccnc1)c1ccc2c(=O)n(CCCN3CCCC3=O)c(=S)[nH]c2c1	/	-3%	7%	/	-14%	?	-3%	12%	8%
COc1ccc(COC(=O)C2=C(C)NC(=O)NC2c2ccccc2F)cc1 (stereo unspecified)	6%	-6%	0%	i	12%	-26%	10%	-1%	4%
CCOC(=O)CSc1nc2cc(OC)c(OC)cc2c2nc(-c3ccccc3)nn12	/	/	0%	/	3%	i	-11%	-21%	-13%
C=CC(C)N1C(=O)S/C(=C\c2ccc(N3CCOCC3)cc2C)C1=O (stereo unspecified)	8%	0%	-5%	i	27%	-18%	1%	5%	-1%
COc1ccc(S(=O)(=O)n2nc(C)c(S(=O)(=O)N3CCCCCC3)c2C)cc1OC	/	/	0%	/	18%	-16%	16%	19%	-19%
N#CC1=C(N)NC(SCc2ccc(F)cc2)=C(C#N)C12CCCCC2	16%	-1%	?	i	18%	-42%[inhibitor]	?	19%	1%
COc1cc(/C=N/NC(=O)c2ccccc2O)ccc1OC(=O)CC1SC(=O)NC1=O (stereo unspecified)	-12%	1%	5%	i	-8%	i	15%	10%	-16%
Cc1noc(C)c1COC(=O)c1cccc(N(C)C)c1	9%	3%	3%	i	23%	-7%	11%	-27%	-5%
COc1ccc(NC(=O)CCCCC#Cc2ccccc2)cc1	-16%	/	?	i	18%	-68%[inhibitor]	?	22%	8%
O=C(CN1C(=O)c2ccccc2S1(=O)=O)Nc1ccc(S(=O)(=O)Nc2ncccn2)cc1	-7%	1%	-1%	i	-20%	-4%	9%	27%	-12%
CC1(C(=O)NS(=O)(=O)Cc2ccccc2C(F)(F)F)CCN1C(=O)Cc1cccs1 (stereo unspecified)	-2%	/	0%	i	21%	i	21%	-8%	-18%
CC1=C(C(=O)Nc2ccccc2C)C(c2ccncc2)n2nc(SCc3ccccc3)nc2N1 (stereo unspecified)	/	/	1%	/	8%	-23%	1%	15%	-15%
CCOc1ccc(C(=O)NC2C(=O)N3C(C(=O)O)=C(COC(C)=O)CSC23)cc1OCC (stereo unspecified)	-2%	2%	?	i	7%	i	26%	18%	0%
COC(=O)[C@]12CCCCC=C1N(Cc1ccco1)C(=O)[C@H](CC(=O)NCc1ccccc1)C2	2%	/	-3%	i	0%	-16%	-3%	19%	9%
Cc1cc(C)nc(NS(=O)(=O)c2ccc(N3C(=O)c4ccccc4C3=O)cc2)n1	7%	0%	4%	i	13%	-15%	13%	/	9%
c1ccc2c(c1)ncn2Cc1nnc2sc(-c3ccncc3)nn12	-10%	0%	2%	i	-25%	i	0%	0%	18%
O=C(N/N=C/c1ccc[nH]1)c1ccc([N+](=O)[O-])cc1	0%	1%	?	i	-8%	i	-14%	40%	4%
CCC1CCCCN1Cc1ccc(CNC(=O)CCc2nnc3ccc(N4CCCCC4)nn23)o1 (stereo unspecified)	1%	0%	-7%	i	-14%	-31%[inhibitor]	-17%	-14%	-7%
CCOc1ccc(S(=O)(=O)NC(C)C(=O)NC2CCCC2)cc1 (stereo unspecified)	-1%	3%	5%	i	-22%	i	-4%	16%	-5%
Nc1nc(-c2cccnc2)nn1C(=O)c1ccc(F)cc1	-2%	1%	-7%	i	-25%[0.397 µM]	28%	2%	3%	-13%
CCCNC(=O)COC(=O)c1cc(-c2ccc(OC)cc2)nc2ccccc12	1%	-5%	11%	i	10%[9.22 µM]	-5%	5%	7%	0%
COCCn1c(=NC(=O)c2cc(Cl)sc2Cl)sc2cc(S(N)(=O)=O)ccc21	2%	-1%	14%	i	7%	-34%[inhibitor]	33%	18%	2%
COc1ccc(CCNC(=O)Cn2c(=O)n(CCCC(=O)NCc3ccco3)c(=O)c3sccc32)cc1OC	12%	-4%	-31%	i	16%	i	10%	9%	-4%
N#Cc1ccc(S(=O)(=O)NC2CCCCNC2=O)cc1 (stereo unspecified)	0%	1%	-3%	i	-9%	i	23%	9%	-13%
c1ccc(OCCOc2ncnc3ccccc23)cc1	4%	0%	-4%	i	?	i	11%	4%	12%
O=C(CSc1ccc2nnc(-c3ccncc3)n2n1)Nc1nccs1	-4%	2%	-12%	i	-11%[0.397 µM]	i	3%	12%	-10%
CC(C)CNC(=O)COc1ccc2c3c(c(=O)oc2c1)CCC3	8%	1%	-12%	i	-13%	i	2%	-6%	20%
COc1ccc(C2=NNC(=O)CC2)cc1	0%	1%	-1%	i	-8%	0%	40%[activator]	-25%	-14%
Nc1[nH]c(C(=O)c2ccccc2)c(-c2cccnc2)c1C(=O)NC1CCCCC1	-1%	/	-17%	i	9%	23%	15%	-10%	1%
Cc1ncc(CO)c2c1Oc1nc(-c3ccccc3)nc(SCC(=O)Nc3cccc(O)c3)c1C2	0%	4%	1%	i	7%	i	-25%	?	1%

Overlap with the part before: 3 compounds; new compounds follow.
molecule	aSyn rescue	Mm-Cpn inhibitor	GLP1R cytotox	Akt phos inh	TDP43 rescue	PTHR1 agonist	GLP1R inv ag	FUS yeast rescue	Abeta rescue
COc1ccc(C2=NNC(=O)CC2)cc1	0%	1%	-1%	i	-8%	0%	40%[activator]	-25%	-14%
Nc1[nH]c(C(=O)c2ccccc2)c(-c2cccnc2)c1C(=O)NC1CCCCC1	-1%	/	-17%	i	9%	23%	15%	-10%	1%
Cc1ncc(CO)c2c1Oc1nc(-c3ccccc3)nc(SCC(=O)Nc3cccc(O)c3)c1C2	0%	4%	1%	i	7%	i	-25%	?	1%
O=C(NNC(=S)NCC1CCCO1)c1cccc(S(=O)(=O)N2CCOCC2)c1 (stereo unspecified)	-2%	-4%	0%	i	8%[9.22 µM]	i	14%	16%	-1%
CSc1nc(Oc2ccc(C)cc2)cc(C(F)(F)F)n1	-7%	1%	-3%	i	7%	-1%	1%	-14%	11%
CC(=O)c1nc(N2C(=O)CC(Cc3ccccc3)C2=O)sc1C (stereo unspecified)	1%	-10%	-9%	i	1%	i	2%	/	19%
Cc1ccc(O)c(NC(=O)c2noc3c2CCCC3)c1	/	/	-12%	/	40%	-39%[inhibitor]	14%	-8%	-18%
O=C(NCCN1CCCCC1)c1ccc(F)cc1Cl	-10%	1%	12%	i	-15%	-43%[inhibitor]	11%	-20%	-7%
C=CCc1ccc(OCCCCN2CC(C)OC(C)C2)c(OC)c1 (stereo unspecified)	14%	1%	6%	i	3%	-3%	?	0%	-37%
O=C(O)C1CC(=O)N(c2ccc(OCc3ccccc3Cl)cc2)C1 (stereo unspecified)	0%	2%	1%	i	17%	0%	-4%	31%	11%
O=C(O)CC/C(=C\c1ccc2c(c1)OCO2)c1nc2ccccc2s1	?	-3%	2%	i	-13%	-28%	-7%	26%	4%
CC(=O)N1CCSc2ccc(S(=O)(=O)N3CCC(C)CC3)cc21	1%	-3%	2%	i	-3%	-27%	-4%	5%	/
CN(C)CCCNc1nc2cc(-c3ccccc3CO)sc2c(=O)n1C	-6%	/	5%	i	12%	-14%	-27%	-10%	-5%
O=C(c1cccc(C(F)(F)F)c1)N1CCOc2ccccc21	-1%	2%	1%	i	14µM*	-7%	?	3%	28%
O=C(CCCN1C(=O)c2cccc3cccc(c23)C1=O)N1CCN(c2ccccn2)CC1	3%	2%	-9%	i	9%	0%	-10%	/	0%
COc1ccc(S(=O)(=O)N2CCN(c3ncccn3)CC2)cc1	4%	/	4%	i	21%	i	4%	5%	8%
Cc1ccc(-c2nc(S(=O)(=O)c3ccc(C)cc3)c(N3CCN(c4ccccc4)CC3)o2)cc1	/	/	1%	/	-19%	-24%	16%	-4%	-19%
O=C(Nc1nnc(-c2ccccc2)s1)c1cccc(S(=O)(=O)N2CCOCC2)c1	14%	0%	2%	i	6%	-14%	-5%	/	-3%
C/C(=N\NC(=O)c1ccc(Br)cc1)c1cccnc1	-6%	1%	-11%	i	-12%	i	4%	6%	-19%
COc1ccc(Cl)cc1C(=O)NCC(=O)OCc1ccccc1	21%	0%	1%	i	11%	i	-17%	-3%	16%
Nc1cc(=O)[nH]c(SCC(=O)Nc2cccc(Cl)c2)n1	/	1%	0%	/	-3%	-9%	24%	4%	-11%
CCOC(=O)CSc1nc(C(C)C)nc2ccccc12	1%	-5%	12%	i	0%	i	?	10%	-14%
CCOC(=O)C(NCc1ccccc1)(NC(=O)c1ccccc1)C(F)(F)F (stereo unspecified)	-5%	0%	10%	i	-3%	i	?	8%	?
COc1cc(C(=O)OCC(=O)NCCC2=CCCCC2)cc(OC)c1OC	-1%	-1%	20%	i	24%	i	-7%	20%	17%
CCOc1cccc(OCCOCCn2cnc3ccccc3c2=O)c1	0%	1%	19%	i	10%	i	-11%	11%	-4%
CCOc1ccc(NC(=O)COc2ccc(C(=O)NCC3CCCO3)cc2OC)cc1 (stereo unspecified)	0%	-1%	-9%	i	-1%	i	9%	/	6%

From PubChem BioAssay

The list is partial. The share of hits here may be higher or lower than overall.
